Screening data as filed in PubChem BioAssay.
STK33 kin inh – STK33 kinase inhibitors, primary screen, biochemical, luminescence, ADP-Glo, MBP substrate; Serine/threonine-protein kinase 33 (Homo sapiens), Q9BYT3; inhibition, % at 12.5 µM; actives 0.44% (n = 27,000); in the data active = inhibition above about 20%
Target sequence (Q9BYT3 whole entry, looked up): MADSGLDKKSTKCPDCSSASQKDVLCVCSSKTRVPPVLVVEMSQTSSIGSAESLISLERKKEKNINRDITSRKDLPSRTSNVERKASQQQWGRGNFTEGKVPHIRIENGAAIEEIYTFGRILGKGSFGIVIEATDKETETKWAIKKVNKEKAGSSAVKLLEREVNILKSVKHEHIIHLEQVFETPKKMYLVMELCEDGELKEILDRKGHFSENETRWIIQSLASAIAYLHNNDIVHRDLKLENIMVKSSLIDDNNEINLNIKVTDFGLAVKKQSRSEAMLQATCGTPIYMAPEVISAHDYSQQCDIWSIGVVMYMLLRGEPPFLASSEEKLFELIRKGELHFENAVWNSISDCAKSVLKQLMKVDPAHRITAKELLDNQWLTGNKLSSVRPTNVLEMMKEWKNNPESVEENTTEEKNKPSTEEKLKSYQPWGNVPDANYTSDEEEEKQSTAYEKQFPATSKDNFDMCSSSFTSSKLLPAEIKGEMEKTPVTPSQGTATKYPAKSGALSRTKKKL
mut p53 react – mutant p53 pathway re-activators, primary screen, cell-based, SW480, luciferase, single point, HTS. SW480 PUMA-promoter luciferase, p53 mutant reactivation. activation, % at 9.98 µM. actives 1.5% (n = 28,000). AID 624151, 2012; in the data active = activation above about 52%
Starred values were filed as active, the others as inactive; / = not tested or not shown. The list is partial (hit frequency here may not be typical).

Screens in order – STK33 kin inh	mut p53 react
CC(C)NC(=O)Nc1ccc2c(c1)C(=O)N([C@@H](C)CO)C[C@H](C)[C@H](CN(C)Cc1ccc(-c3ccccc3)cc1)O2
    -2	/
C[C@@H]1CN([C@H](C)CO)C(=O)c2cc(NS(=O)(=O)c3cccs3)ccc2O[C@H]1CN(C)C
    /	3
COc1cc(OC)cc(C(=O)NCc2nc(-c3ccccc3)no2)c1
    -2	-2
COc1ccc(S(=O)(=O)N(C)C[C@@H]2Oc3ccc(NC(=O)Cc4cn(C)c5ccccc45)cc3C(=O)N([C@@H](C)CO)C[C@H]2C)cc1
    /	-6
C[C@@H]1CN([C@H](C)CO)C(=O)c2cccc(NS(C)(=O)=O)c2O[C@@H]1CN(C)S(=O)(=O)c1ccc(Cl)cc1
    /	0
NS(=O)(=O)c1ccc(CNC(=O)c2cc(-c3ccccn3)nc3ccc(Br)cc23)cc1
    0	-27
COc1ccc(CCNS(=O)(=O)c2cc(C)ccc2OC)cc1
    4	-11
O=[N+]([O-])c1ccccc1S(=O)(=O)N1CCN(Cc2ccc(OCCO)cc2)CC1
    0	/
COC(=O)c1ccc(Cl)c(NC(=O)COc2ccc(OC)cc2)c1
    -3	50
OCCCn1c(-c2ccccc2)cn2c3ccccc3nc12
    3	-63
COc1ccccc1-c1ccc2c(c1)O[C@H](CN(C)Cc1ccc3c(c1)OCO3)[C@H](C)CN([C@@H](C)CO)S2(=O)=O
    /	-18
Cc1noc(C)c1NC(=O)N(C)C[C@H]1Oc2ccc(NC(=O)NC(C)C)cc2CC(=O)N([C@H](C)CO)C[C@H]1C
    2	-4
COc1ccc(S(=O)(=O)Nc2cccc3c2O[C@H](CN(C)S(=O)(=O)c2ccc(F)cc2)[C@H](C)CN([C@H](C)CO)C3=O)cc1
    /	4
Cc1noc(C)c1S(=O)(=O)Nc1ccc2c(c1)CC(=O)N([C@@H](C)CO)C[C@H](C)[C@H](CN(C)Cc1ccc(C(F)(F)F)cc1)O2
    -6	/
C[C@@H]1CCCCO[C@H](CN(C)C(=O)Nc2ccc3c(c2)OCO3)[C@@H](C)CN([C@H](C)CO)C(=O)c2cc(NC(=O)Cc3ccccc3)ccc2O1
    2	/

Complete entries from above.
COc1ccc(CCNS(=O)(=O)c2cc(C)ccc2OC)cc1 reads STK33 kin inh: 4; mut p53 react: -11
COc1cc(OC)cc(C(=O)NCc2nc(-c3ccccc3)no2)c1 reads STK33 kin inh: -2; mut p53 react: -2

Part of the list above in order of molar mass, largest number first:
Screens in order – STK33 kin inh	mut p53 react
C[C@@H]1CN([C@H](C)CO)C(=O)c2cccc(NS(C)(=O)=O)c2O[C@@H]1CN(C)S(=O)(=O)c1ccc(Cl)cc1
    /	0
CC(C)NC(=O)Nc1ccc2c(c1)C(=O)N([C@@H](C)CO)C[C@H](C)[C@H](CN(C)Cc1ccc(-c3ccccc3)cc1)O2
    -2	/
COC(=O)c1ccc(Cl)c(NC(=O)COc2ccc(OC)cc2)c1
    -3	50

More compounds follow:
Screens in order – STK33 kin inh	mut p53 react
CCCn1c2ccccc2c2nnc(SCC(=O)Nc3cccc4ccccc34)nc21
    1	7
CC(C)NC(=O)N(C)C[C@@H]1OCCCC[C@H](C)Oc2ccc(NS(C)(=O)=O)cc2C(=O)N([C@@H](C)CO)C[C@H]1C
    /	9
Cc1nc(Oc2ccc(Cl)cc2)c(C(=O)O)c(C)c1Cl
    /	15
c1ccc2c(c1)[nH]c1nc(SCCN3CCCCC3)nnc12
    2	9
COc1ccccc1NC(=O)CN(c1ccc(Br)c(C)c1)S(C)(=O)=O
    -4	7
CC(C)NC(=O)N(C)C[C@H]1OCCCC[C@@H](C)Oc2ccc(N(C)C)cc2C(=O)N([C@@H](C)CO)C[C@H]1C
    /	-1
C[C@@H]1CN([C@H](C)CO)C(=O)CCCn2cc(nn2)CO[C@@H]1CN(C)S(=O)(=O)c1ccccc1
    -9	1
C[C@H](CO)N1C[C@H](C)[C@@H](CN(C)C(=O)Cc2ccncc2)Oc2cc(C#CC3CC3)ccc2S1(=O)=O
    /	-7
COc1ccc(OCC(=O)Nc2ccc3oc(-c4cccc(Br)c4)nc3c2)cc1
    6	43
C[C@H](CO)N1C[C@H](C)[C@H](CN(C)C(=O)Nc2ccc(F)cc2)Oc2ccc(NS(=O)(=O)c3cn(C)cn3)cc2C1=O
    3	4
C[C@H](CO)N1C[C@H](C)[C@H](CN(C)C(=O)Nc2ccc(C(F)(F)F)cc2)OCc2cnnn2CCCC1=O
    0	/
CO[C@@H](C(=O)N(C)C[C@H]1OCc2ccccc2-c2c(n(C)c3ccccc23)C(=O)N([C@H](C)CO)C[C@H]1C)c1ccccc1
    /	-1
COc1cccc(NC(=O)CSc2nnc(-c3ccccc3O)n2-c2ccccc2)c1
    -2	0
C[C@@H]1CN([C@H](C)CO)C(=O)c2cc(NC(=O)c3ccncc3)ccc2O[C@@H](C)CCCCO[C@H]1CN(C)Cc1ccc(Cl)c(Cl)c1
    /	-42
COc1cc(-c2nnn(CC(=O)O)n2)cc(OC)c1OC
    -2	-5
COc1ccc(S(=O)(=O)Nc2ccc3c(c2)C(=O)N([C@@H](C)CO)C[C@@H](C)[C@@H](CN(C)C(=O)Nc2ccccc2)O3)cc1
    -5	/
C[C@@H]1CN([C@H](C)CO)C(=O)c2cccc(NC(=O)Nc3ccc4c(c3)OCO4)c2O[C@H]1CN(C)C(=O)NC1CCCCC1
    /	-11
C[C@H](CO)N1C[C@H](C)[C@H](CN(C)CC2CCCCC2)Oc2ccc(NC(=O)Nc3ccc4c(c3)OCO4)cc2C1=O
    /	-2
C[C@@H]1CN([C@H](C)CO)C(=O)Cc2cc(NC(=O)Cn3cnnn3)ccc2O[C@H]1CN(C)Cc1ccc(Oc2ccccc2)cc1
    -1	/
Cc1ccc(S(=O)(=O)Nc2ccc3c(c2)C(=O)N([C@H](C)CO)C[C@H](C)[C@@H](CN(C)C(=O)CCC(F)(F)F)OCCCC[C@@H](C)O3)cc1
    -1	/
C[C@@H]1CN([C@H](C)CO)C(=O)Cc2cc(NC(=O)NC3CCCCC3)ccc2O[C@@H]1CN(C)Cc1ccncc1
    /	9
C[C@@H]1CN([C@@H](C)CO)C(=O)c2cccc(NC(=O)C3CCCCC3)c2O[C@H]1CN(C)C(=O)Nc1cccc2ccccc12
    /	-4
CC1(C)Cc2nc3sc4c(SCC(=O)Nc5ccc(Cl)cc5)ncnc4c3cc2CO1
    0	25
C[C@H](CO)N1C[C@H](C)[C@H](CN(C)Cc2ccncc2)Oc2ccc(NC(=O)Nc3cccc4ccccc34)cc2CC1=O
    /	1
C[C@H](CO)N1C[C@H](C)[C@H](CN(C)Cc2ccc(C(=O)O)cc2)Oc2ccc(NS(=O)(=O)c3cccs3)cc2C1=O
    1	/
C[C@@H]1CCCCO[C@@H](CN(C)S(=O)(=O)c2ccc(Cl)cc2)[C@@H](C)CN([C@H](C)CO)C(=O)c2cc(NC(=O)Nc3cccc4ccccc34)ccc2O1
    4	/
CC(C)NC(=O)Nc1ccc2c(c1)C(=O)N([C@H](C)CO)C[C@H](C)[C@@H](CN(C)C(=O)c1ccncc1)OCCCC[C@H](C)O2
    /	8
Cc1cc(NC(=O)CN(c2cccc(F)c2)S(C)(=O)=O)ccc1Br
    -1	-12
C[C@H]1CN([C@@H](C)CO)C(=O)Cc2cc(NC(=O)Nc3ccccc3)ccc2O[C@H]1CN(C)C(=O)Nc1ccc(C(F)(F)F)cc1
    -2	9
C[C@@H]1CCCCO[C@@H](CN(C)Cc2ccc(C(F)(F)F)cc2)[C@@H](C)CN([C@H](C)CO)C(=O)c2cc(N(C)C)ccc2O1
    0	/
COc1ccc(NC(=O)Nc2ccc3c(c2)C(=O)N([C@@H](C)CO)C[C@@H](C)[C@H](CN(C)C)O3)cc1
    /	0
COC(=O)c1cn(CC(=O)Nc2ccccc2C(F)(F)F)c2ccccc12
    1	3
C[C@H]1CN([C@@H](C)CO)C(=O)CCCn2cc(nn2)CO[C@H]1CN(C)Cc1ccc2c(c1)OCO2
    -2	-2
COc1ccc(NC(=O)Nc2ccc3c(c2)C(=O)N([C@@H](C)CO)C[C@H](C)[C@@H](CN(C)S(=O)(=O)c2ccc(OC)cc2)O3)cc1
    0	5
C[C@H]1CN([C@@H](C)CO)C(=O)c2cccc(NS(=O)(=O)c3cccs3)c2O[C@H]1CN(C)S(=O)(=O)c1cccs1
    /	10
CS(=O)(=O)N(CC(=O)Nc1ccccc1C(F)(F)F)c1ccc(Cl)c(C(F)(F)F)c1
    -6	-9
C[C@H](CO)N1C[C@H](C)[C@@H](CN(C)S(=O)(=O)c2cccs2)Oc2c(NC(=O)C3CCOCC3)cccc2C1=O
    /	2
CCCN(C)C[C@@H]1Oc2ncc(C#CCC(C)C)cc2C(=O)N([C@@H](C)CO)C[C@H]1C
    /	-3
C[C@H](CO)N1C[C@H](C)[C@H](CN(C)Cc2ccccc2)Oc2ccc(NC(=O)Cc3cn(C)c4ccccc34)cc2CC1=O
    -2	/
Cc1noc(C)c1S(=O)(=O)Nc1ccc2c(c1)C(=O)N([C@H](C)CO)C[C@H](C)[C@H](CN(C)Cc1ccc(C(=O)O)cc1)OCCCC[C@@H](C)O2
    -5	/
CSc1nn(-c2ccccc2)cc1-c1nc(-c2ccccc2)cs1
    /	15
CC(C)C#Cc1ccc2c(c1)O[C@@H](CN(C)C(=O)CC1CC1)[C@H](C)CN([C@H](C)CO)S2(=O)=O
    /	-15
C[C@H]1CN([C@@H](C)CO)C(=O)c2cc(C#CC3(O)CCCC3)cnc2O[C@@H]1CN(C)Cc1ccncc1
    /	1
Cc1ncc([N+](=O)[O-])n1Cc1n[nH]c(=S)n1C
    5	5
Cc1ccc(C)c(NC(=O)CN(c2ccc(Oc3ccccc3)cc2)S(C)(=O)=O)c1
    1	-2
C[C@@H]1CN([C@H](C)CO)C(=O)c2cc(NC(=O)Nc3ccc4c(c3)OCO4)ccc2O[C@@H](C)CCCCO[C@@H]1CN(C)C(=O)c1ccccc1
    /	1
C[C@@H]1CCCCO[C@H](CN(C)C(=O)CCCN(C)C)[C@@H](C)CN([C@H](C)CO)C(=O)c2cc(NC(=O)NC3CCCCC3)ccc2O1
    1	/
CC(C)(C)c1cc(NC(=O)CSc2nnnn2-c2ccccc2)cc(C(C)(C)C)c1
    1	-18
COC(=O)c1ccc(NCc2cc(O)ccc2O)cc1
    4	-39
C[C@@H]1CN([C@H](C)CO)C(=O)CCCn2cc(nn2)CO[C@@H]1CN(C)S(=O)(=O)c1ccc(Oc2ccccc2)nc1
    3	4
C[C@H]1CN([C@@H](C)CO)C(=O)c2cccc(NS(=O)(=O)c3cccs3)c2O[C@H]1CN(C)Cc1ccc(C(F)(F)F)cc1
    /	6
Cc1oc(-c2ccc3c(c2)OCCO3)cc1C(=O)NCC(=O)O
    3	41
COc1cc2c(cc1NC(=O)CCCN1C(=O)CCC1=O)oc1ccccc12
    4	44
C[C@@H]1CN([C@H](C)CO)C(=O)Cc2cc(NC(=O)Nc3ccccc3)ccc2O[C@@H]1CN(C)S(=O)(=O)c1cccs1
    1	/
C[C@H](CO)N1C[C@H](C)[C@H](CN(C)C(=O)c2cnccn2)Oc2cc(C#CC3CC3)ccc2S1(=O)=O
    /	8
CCn1c(SCC(=O)Nc2cccc(OC)c2)nnc1-c1cccc(C)c1
    0	-8
C[C@@H]1CN([C@@H](C)CO)C(=O)c2cc(N(C)C)ccc2O[C@H]1CN(C)Cc1ccc(C(=O)O)cc1
    -1	/
C=C1C(=O)O[C@H]2[C@H]1[C@@H](OC(=O)/C(C)=C/C)C(OC(C)=O)/C(C(=O)OC)=C\CC[C@@]1(C)O[C@H]21 (some centres undefined)
    -2	/
Cc1nc(SCC(=O)c2cc3ccccc3oc2=O)c(C(N)=O)c(C)c1C
    -2	23
COc1ccc(NC(=O)Nc2ccc3c(c2)C(=O)N([C@@H](C)CO)C[C@H](C)[C@H](CN(C)S(=O)(=O)c2ccccc2)O3)cc1
    /	-48

(cont.)
Screens in order – STK33 kin inh	mut p53 react
COc1ccc(C#Cc2cnc3c(c2)C(=O)N([C@H](C)CO)C[C@H](C)[C@@H](CN(C)CC2CCOCC2)O3)cc1
    /	-8
C=CCSc1n[nH]c(=O)n1-c1cccc(Cl)c1
    /	-4
COC1OC(OC)C(O)(CC[C@@]2(O)[C@H](C)C[C@@H](O)C3[C@@](C)(CO)CCC[C@]32C)C1O (some centres undefined)
    0	-52
Cc1noc(C)c1C(=O)N(C)C[C@H]1OCc2ccccc2-c2c(n(C)c3ccccc23)C(=O)N([C@H](C)CO)C[C@H]1C
    /	0
C[C@@H]1CCCCO[C@H](CN(C)C(=O)Nc2ccccc2)[C@@H](C)CN([C@@H](C)CO)C(=O)c2cc(NC(=O)CCC(F)(F)F)ccc2O1
    /	-2
Cn1c(SCC(=O)Nc2ccccc2)nnc1-c1ccccc1F
    1	7
CS(=O)(=O)Nc1ccc2c(c1)[C@H]1C[C@H](CC(=O)NCc3ccccn3)O[C@H](CO)[C@H]1O2
    /	7
